# Screens deposited in PubChem BioAssay by several laboratories.
# CAL PDZ FP-1 = CAL PDZ peptide-binding inhibitors, primary screen, biochemical, fluorescence polarization, Cer-tagged CAL PDZ, HTS. Golgi-associated PDZ and coiled-coil motif-containing protein (Homo sapiens), Q9HD26. purified CAL PDZ, TMR-peptide fluorescence polarization, 1 h. inhibition, % at 20 µM. 330,000 tested, 0.02% active. AID 504414, 2011;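 active = highest replicate inhibition of at least 40%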;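 also: plate controls were DMSO neutral control wells for no effect and unlabeled competitor peptide control wells for full effect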
#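 System: purified tagged CAL PDZ domain construct (CerCALP). Schedule: 1 h incubation at room temperature before polarization reading. Medium: 25 mM sodium phosphate pH 7.4, 150 mM NaCl, TCEP, IgG, Thesit. Read-out: percent inhibition from loss of millipolarization. Measured by: FP readout, S and P plane fluorescence. Probe or stimulus: fluorescent TMR peptide probe.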
# DSG3 Ab inh = inhibitors of pemphigus antibody binding to DSG3, primary screen, biochemical, bead-based, flow cytometry, scFv-GFP; DSG3-coupled beads, scFv-anti-DSG3-GFP binding; active compounds read low; binding (percent of control), % at 10 µM; 310,000 tested, 0.48% active;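 active = binding more than 3 SD below its plate's average and above zero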;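 also: hits lower antibody fragment binding to DSG3; some compounds called inactive have numbers as strong as hits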
# NSD2 HMT inh = NSD2 histone methyltransferase inhibitors, primary screen, biochemical, AlphaScreen, single concentration, set 2. Histone-lysine N-methyltransferase NSD2 (Homo sapiens), O96028. NSD2 peptide methylation, 120 min. 310,000 tested, 0.54% active. inhibition, % at 12.5 µM; in the data active = inhibition above about 50%
# Keap1-Nrf2 PPI = Keap1-Nrf2 protein-protein interaction inhibitors, primary screen, biochemical, fluorescence polarization, single point. AID 504523, 2011. inhibition, % at 9.4 µM. 340,000 tested, 0.15% active. Keap1 Kelch-Nrf2 peptide fluorescence polarization, 1536-well; in the data active = inhibition above about 12%;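 also: human Keap1 Kelch domain with fluorescein labeled Nrf2 9mer peptide probe; 0% = neutral control wells and 100% = peptide positive control; higher means more block of Keap1 binding to Nrf2 peptide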
# Target sequence (Q14145 whole entry, looked up, the tested form may be a part): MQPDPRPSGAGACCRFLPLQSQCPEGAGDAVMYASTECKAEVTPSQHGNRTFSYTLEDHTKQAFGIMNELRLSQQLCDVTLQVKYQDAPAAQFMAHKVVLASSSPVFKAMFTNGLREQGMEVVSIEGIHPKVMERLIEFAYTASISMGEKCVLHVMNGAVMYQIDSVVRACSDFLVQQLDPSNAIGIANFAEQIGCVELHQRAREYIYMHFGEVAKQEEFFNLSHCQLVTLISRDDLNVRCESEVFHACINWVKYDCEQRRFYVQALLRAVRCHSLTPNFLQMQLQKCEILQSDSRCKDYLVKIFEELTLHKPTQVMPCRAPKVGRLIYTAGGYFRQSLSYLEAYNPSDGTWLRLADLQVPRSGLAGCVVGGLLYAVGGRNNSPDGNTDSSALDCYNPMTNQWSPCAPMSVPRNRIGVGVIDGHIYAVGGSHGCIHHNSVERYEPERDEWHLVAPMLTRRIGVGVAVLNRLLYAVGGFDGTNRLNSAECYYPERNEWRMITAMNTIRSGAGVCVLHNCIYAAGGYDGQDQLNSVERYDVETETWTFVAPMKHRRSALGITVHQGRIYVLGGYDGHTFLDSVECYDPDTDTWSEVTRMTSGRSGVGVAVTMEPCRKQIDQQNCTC
# C-LANA FP = inhibitors of KSHV C-LANA binding to DNA, primary screen, biochemical, fluorescence polarization, FAM-LBS DNA, MBP-C-LANA, single point; Kaposi's sarcoma herpesvirus LANA C-terminal domain (residues 932-1162) DNA binding; inhibition, % at 9 µM; 340,000 tested, 0.078% active; AID 504423, 2011;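 active = highest replicate inhibition at or above 60% at 9 µM, even if other replicates fall short; inactive = all replicates below 60% inhibition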;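 also: 0% = neutral control wells and 100% = 4 µM acridine orange control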
# DAGLB inh = DAGLB lipase inhibitors, primary screen, biochemical, fluorescence, HTS; Diacylglycerol lipase-beta (Homo sapiens), Q8NCG7; HEK293T DAGLB membrane lysate, EnzChek fluorogenic substrate; inhibition, % at 5.17 µM; 340,000 tested, 0.059% active; AID 504411, 2011; in the data active = inhibition above about 34%;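 also: 0% = enzyme with vehicle and 100% = wells lacking enzyme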
# Arr AP2 block = inhibitors of beta-arrestin/AP2 binding, primary screen, biochemical, GPCR trafficking, flow cytometry; inhibition, % at 10 µM; 340,000 tested, 0.31% active; beta-arrestin 1 C-terminal peptide binding to AP2 beta2-adaptin appendage (human); FITC-arrestin peptide / GST-AP2 beads; AP2 beta2 appendage carries R879A mutation;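 active = inhibition above a set limit, near 3 SD of compounds lacking own fluorescence, cut at about 54% in these data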;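 also: plate controls were DMSO wells for no effect and 5 µM unlabelled arrestin peptide for full effect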
#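 Assay system: GST-AP2 R879A bound to glutathione beads, E. coli-expressed; Medium: PBS with 0.05% Tween 20 and 0.1% BSA; Also added: fluorescein-tagged arrestin peptide at 50 nM final; Timing: 12 min plus 1 h, RT; Measured by: flow cytometry, FL1 (488/535 nm); Evaluation: percent drop in bead-associated FITC signal.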
# RTF Ca sens inh = cardiac RTF calcium sensitivity inhibitors, primary screen, biochemical, IANBD-TnC fluorescence, EC70 calcium; Troponin I, cardiac muscle (Homo sapiens) + Troponin T, cardiac muscle (Homo sapiens) + …; IANBD-labeled cardiac RTF, Ca2+ fluorescence; inhibition, % at 7.15 µM; 340,000 tested, 0.12% active;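 active = inhibition above the mean inhibition of all tested compounds plus 3 SD, cut at about 17% in these data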;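 also: assay run at fixed EC70 calcium of 1.6 mM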
# V-ATPase pHluor = regulators of yeast V-ATPase proton pumping, primary screen, pHLuorin cytosolic pH fluorescence; 350,000 tested, 0.37% active; S. cerevisiae; response, % at 10 µM; in the data active = response mostly above about 7.3%, no sharp cut-off; inactive = mostly below about 5.4%; also: actives read high; inactives centre near 0; some compounds called inactive have numbers as strong as hits; reference of the scale not given here
# CAL PDZ FP-2 = untagged CAL PDZ binding inhibitors, primary screen, biochemical, fluorescence polarization, HTS; inhibition, % at 24.9 µM; 300,000 tested, 0.92% active; AID 602252, 2012; purified CAL PDZ, TMR-peptide fluorescence polarization, 1 h;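 active = mean inhibition of at least 30% with at least half of replicates also reaching 30%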;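 also: 0% = DMSO neutral control and 100% = excess unlabeled competitor peptide PRC23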
# Active calls of the source: *; . = not tested or not shown. An excerpt (hit frequency here may not be typical).
SMILES,CAL PDZ FP-1,DSG3 Ab inh,NSD2 HMT inh,Keap1-Nrf2 PPI,C-LANA FP,DAGLB inh,Arr AP2 block,RTF Ca sens inh,V-ATPase pHluor,CAL PDZ FP-2
CCNC(=S)N/N=C/c1ccc(-c2ccccc2)o1,0.3,90,-1,-2,0.3,0,-2,6,1,0
Cc1nn(C)c(C)c1S(=O)(=O)N1CCC(C(=O)NC2CCCCC2)CC1,.,99,-5,-1,0.1,-2,-3,-4,-2,-3
CCNc1nc(NOC)nc(OCC#N)n1,0.1,107,2,-2,0.8,-1,3,-21,5,2
CN1CCC(OC(=O)COc2ccc(F)cc2)CC1,11,96,4,1,-11,1,5,-9,2,47*
CC(C)(C)Cc1nnc(NC(=O)Cc2cccs2)s1,-1.3,99,10,-3,1.0,.,19,.,-4,5
Cc1ccc(C(=O)NCc2ccco2)cc1S(=O)(=O)Nc1cccc(C)c1C,0.3,102,-4,-5,-0.3,-1,4,-2,2,-5
COc1ccc(N2CCN(C(=S)Nc3ccc(OC)cc3OC)CC2)cc1,0.6,133,2,-9,0.5,2,5,-2,1,-1
CCn1c(COc2ccccc2C)nnc1SCC(=O)N1CCN(c2ccccc2)CC1,0.3,103,46,-4,1.7,-1,7,-13,-1,-1
COC(=O)c1ccccc1N1C(=O)[C@@H]2C(c3ccc(F)cc3)=NO[C@@H]2C1=O,.,98,-1,0,0.1,-1,-3,-5,-3,-2
CC(C)(C)C1CCC(=NNC(=O)C(=O)NC2CCCCC2)CC1 (configuration not stated),0.1,98,-3,-2,0.9,0,14,2,-1,-2
COc1ccccc1/C=C/C(=O)NCC(=O)N/N=C/c1ccccc1,-3.4,106,-1,-2,-0.7,0,22,-1,-1,-2
COc1cccc2cc(C(C)N(CCCN3CCOCC3)C(=O)Nc3ccc(Cl)cc3)oc12 (configuration not stated),-2.1,109,3,-5,1.4,-1,.,1,-3,-4
C/C=C(\C)C(=O)OC1CC(C)(C)C[C@H]2C3=CC[C@@H]4[C@@]5(C)CCC(O[C@@H]6O[C@@H](C(=O)O)[C@@H](O)C(O[C@@H]7OC[C@H](O)[C@@H](O)[C@@H]7O[C@@H]7OC(CO)C(O)[C@@H](O)[C@@H]7O)C6O[C@@H]6OC(CO)C(O)C(O)C6O)[C@@](C)(CO)[C@@H]5CC[C@]4(C)[C@]3(C)CC(O)[C@@]12CO (some centres not stated),-4.1,93,.,-4,4.9,0,-5,0,-3,-19
CCCCn1c(=O)[nH]c(=O)c2c1nc(-c1ccc(OC(F)F)c(OC)c1)n2C,-2.3,66,1,-3,0.2,2,12,9,4,0
COC(=O)c1cccc(NC(=O)c2ccc(S(=O)(=O)N(C)c3ccccc3OC)cc2)c1,.,100,-1,.,.,-5,.,.,0,.
CC(NC(=O)c1ccccc1)c1nnc(SCC(=O)NC2CCCC2)n1C (configuration not stated),0.3,109,0,5,-0.5,-4,-6,-1,-5,-3
CCN(CC)CCNC(=S)Nc1ccc2nc3n(c(=O)c2c1)CCCCC3,-2.8,103,34,0,-0.6,1,-1,7,-3,-4
CCOc1ccc(Cn2c(=O)sc3ccccc32)cc1OC,-2.1,106,-5,-4,-1.1,-2,-5,-6,-6,66*
CCc1cc(-c2n[nH]c(C)c2-c2ccccc2Cl)c(O)cc1OC,1.5,92,23,1,-0.2,-2,-4,1,4,-5
CCCCCCCCCCCCN1C/C(=C\C(=O)OCC)c2ccccc2S1(=O)=O,-1.5,111,.,-2,2.6,-6,8,-15,5,-4
CCNc1cc(N2CCCC2)ccc1[N+](=O)[O-],0.0,98,4,1,0.4,2,-5,-16,4,-4
O=c1c2ccccc2nc(-c2ccccc2)n1O,0.2,108,-4,-6,-1.7,0,15,-7,2,.
O=C(NCCc1nnc2ccc(N3CCCC3)nn12)c1ccccc1,-1.2,.,-1,-10,0.1,-1,0,-5,-7,5
O=C(O)CC(NCc1ccco1)C(=O)Nc1cccc(O)c1 (configuration not stated),-0.7,86,0,-6,-3.2,-1,7,-9,1,-2
CCN(CC(=O)Nc1cc(C)on1)CC(=O)Nc1ccccc1C(F)(F)F,-0.2,104,0,0,2.9,-1,29,-1,4,1

# Full records from above. Order of screens: CAL PDZ FP-1 | DSG3 Ab inh | NSD2 HMT inh | Keap1-Nrf2 PPI | C-LANA FP | DAGLB inh | Arr AP2 block | RTF Ca sens inh | V-ATPase pHluor | CAL PDZ FP-2
# CCN(CC(=O)Nc1cc(C)on1)CC(=O)Nc1ccccc1C(F)(F)F in the list: -0.2 | 104 | 0 | 0 | 2.9 | -1 | 29 | -1 | 4 | 1
# O=c1c2ccccc2nc(-c2ccccc2)n1O in the list: 0.2 | 108 | -4 | -6 | -1.7 | 0 | 15 | -7 | 2 | .

# The list continues.
SMILES,CAL PDZ FP-1,DSG3 Ab inh,NSD2 HMT inh,Keap1-Nrf2 PPI,C-LANA FP,DAGLB inh,Arr AP2 block,RTF Ca sens inh,V-ATPase pHluor,CAL PDZ FP-2
CC(=O)N1CCN(Cc2nc3cc(NC(=O)c4ccccc4Cl)ccc3n2C)CC1,0.2,108,3,3,2.3,-2,1,3,-1,-2
N#Cc1nc(Cc2ccccc2)oc1N1CCC(C(N)=O)CC1,0.0,108,-2,1,-0.5,1,2,8,-4,-3
Cc1ccc(S(=O)(=O)N2CCN(c3ccc([N+](=O)[O-])c(NCCN4CCOCC4)c3)CC2)cc1,-1.0,111,-2,3,-1.9,6,-7,1,2,-1
COc1ccc(-c2cc(C(=O)NCC3CCCO3)c3cc(C)ccc3n2)cc1 (configuration not stated),0.3,113,-6,2,1.5,-4,26,-6,-2,1
O=C(NNC(=O)c1cc(OCC(F)(F)F)ccc1OCC(F)(F)F)c1cccc(C(F)(F)F)c1,-0.4,81,1,-1,0.1,-5,-1,2,1,-1
Cc1ccc(Cn2nnc3c(=O)[nH]c(C4CCCN(C(=O)Nc5ccc(F)cc5)C4)nc32)cc1 (configuration not stated),.,98,1,2,-0.1,3,8,-3,0,-2
O=C(COC(=O)c1ccc2ncsc2c1)Nc1cc(Cl)ccc1F,-1.6,101,-2,-4,2.8,-11,9,0,-8,.
CCOC(=O)N/N=C/c1c(F)cccc1F,-1.0,103,-4,0,0.6,0,-20,12,-3,6
N#Cc1ccc(CN2CCN(C(=O)c3cc(C4CC4)nn3-c3ccccc3)CC2)cc1,-0.3,108,0,1,-1.5,-2,-8,-5,-2,-4
COc1cc(-c2nc(CN(C)Cc3nnc(C)o3)c(C)o2)ccc1F,-1.8,127,11,-2,-0.2,3,5,2,3,-1
c1ccc(CNc2ccc3c(c2)ncn3C2CCCCC2)nc1,-2.4,98,6,3,-0.9,2,15,-11,-1,9
COc1ccc(NC(C)C(=O)Nc2cccc(S(=O)(=O)N3CCOCC3)c2)cc1OC (configuration not stated),0.9,.,8,-2,-0.1,-3,3,-2,1,0
Cc1ccc(C(=O)Nc2cc3ccccc3oc2=O)cc1,0.3,104,-6,5,-0.9,-10,2,-5,-1,6
Cc1nc(CCNC(=O)CC2C(=O)NCCN2Cc2ccc(F)cc2)sc1C (configuration not stated),-1.1,101,7,-6,1.1,-1,12,1,0,2
Cc1ccccc1S(=O)(=O)N1C[C@H]2CON(C)[C@H]2C[C@H]1c1cccc(N2CCOCC2)c1,-1.1,99,.,-5,-1.1,-1,12,-7,-3,-5
O=C1NC2(CCCCC2)C(=O)N1CCN1C(=O)c2ccccc2C1=O,0.1,96,-1,5,-1.2,-2,-21,11,2,-1
Cc1nn(CC(=O)N2CCCC2)c(=O)c2cc3cc(F)ccc3n12,-0.8,101,-1,1,-0.6,0,-18,1,0,.
CCCn1cc(S(=O)(=O)c2ccc(OC)cc2)c(=O)c2cc(OC)ccc21,-3.9,.,44,4,0.5,-2,-3,-15,4,-3
O=C(NCCOCc1ccc(Cl)cc1)c1ncn[nH]1,-0.1,98,-2,18*,-3.5,0,6,-1,-9,-2
COc1ccc(N(Cc2ccccc2)C(=O)c2ccccc2[N+](=O)[O-])cc1,-0.2,99,1,-13,0.3,1,1,-14,-3,.
COc1ccc2c(c1)CC1c3c(cc4c(c3-2)OCO4)CC[N+]1(C)[O-] (configuration not stated),0.4,100,.,-7,-6.7,0,12,6,-3,-3
COc1ccc(NC(=S)NNC(=O)COc2ccc(Cl)cc2Cl)cc1,-0.3,107,6,-2,0.6,1,18,6,0,-1
Cn1c(=O)c2[nH]c(SCCN)nc2n(C)c1=S,-0.4,90,0,5,2.8,3,11,1,-4,-4
O=c1cc(O)n(-c2ccccc2F)c(=S)[nH]1,0.2,99,-1,-16,0.1,-1,6,-13,0,-3
Cc1ncccc1C(=O)N1CCCC(CNC(=O)C2(c3ccc(Cl)cc3)CC2)C1 (configuration not stated),-0.5,91,12,3,-1.9,1,-5,-7,0,0
SMILES,CAL PDZ FP-1,DSG3 Ab inh,NSD2 HMT inh,Keap1-Nrf2 PPI,C-LANA FP,DAGLB inh,Arr AP2 block,RTF Ca sens inh,V-ATPase pHluor,CAL PDZ FP-2
CC(C)C12CN3CCN(CC(C3)/C1=N\NC(=O)Nc1ccccc1)C2,-0.2,.,-1,-6,0.2,0,1,11,1,1
CC(C)CNC(=O)[C@H](Cc1ccccc1)NC(=O)c1cccs1,-0.5,127,1,-3,3.0,-1,2,-14,7,.
CN1/C(=C\C(=O)COC(=O)c2ccc(O)cc2)C(C)(C)c2ccccc21,0.7,106,3,0,0.0,-1,32,-5,0,-5
CC(C)[C@H](NC(=O)OCc1ccccc1)C(=O)OCc1ccccc1,-0.4,108,-8,-2,-0.2,-7,14,-5,-6,10
O=C(O)C1C2C=CC(C2)C1C(=O)NCCCc1ccccc1 (configuration not stated),-0.5,103,-3,0,0.6,0,31,4,-3,-1
CCOC(=O)N1CCN(c2ccnc3cc(Cl)ccc23)CC1,1.2,115,7,-12,-1.1,-2,4,-28,-2,-18
COC(=O)c1cc(C(=O)NCCCN2CCOCC2)cc([N+](=O)[O-])c1,-2.9,83,-5,0,0.0,1,13,2,4,-1
COc1ccc(OCCC(=O)OCC(=O)NC2CCCCCCC2)cc1,0.4,108,-2,-6,-1.0,-1,8,-14,1,-2
